H9c2 TAG inh – triacylglycerol accumulation inhibition. H9c2 cells, Nile Red lipid (TAG) fluorescence; cells loaded with 200 µM oleic acid. inhibition, % at 12.5 µM. 230,000 tested, 0.66% active;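 active = pattern-corrected inhibition of lipid staining of at least 50% with the nuclear-stain viability signal not falling by more than 50%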;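 also: 0% = DMSO wells and 100% = triacsin C control wells; some results filed as inactive read as strong as hits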
H9c2 TAG inh DAPI viability – also measured in H9c2 TAG inh; calls as there; DAPI nuclei signal change (viability), lower = more cytotoxic, %;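 whole-well DAPI fluorescence read on a plate reader as a viability signal; minus 50 percent equals half of cells still viable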
* hit, by the source's call.

Order of values: H9c2 TAG inh, H9c2 TAG inh DAPI viability
> CC(=O)Nc1nc(-c2cccc3ccccc23)cs1
→ -1, -3
> CN(C)S(=O)(=O)c1cccc(C(=O)Nc2ccccc2C(=O)NC2CC2)c1
→ 1, 0
> Cn1c(Cn2cnc(Cl)c2Cl)nc2ccccc21
→ -12, 0
> Cn1c(-c2cnn(-c3ccccc3)c2N)n[nH]c1=S
→ -13, 2
> O=C1OC(N2CCN(Cc3ccccc3)CC2)c2ccccc21 (stereo not given)
→ 6, 13
> Cc1sc2ncnc(NCC(C)(C)N3CCOCC3)c2c1C
→ -40, 9
> CN(CC(=O)Nc1ccccc1C(=O)Nc1ccccc1)C1CCCCC1
→ 4, 9
> Cc1c(C#N)c(NC(=O)c2cccc(Cl)c2)n(Cc2ccccc2)c1C
→ 9, 0
> O=C1c2ccccc2-c2c1nc1c([n+]2[O-])CCCC1
→ -4, 2
> Cc1cc(C)nc(Sc2nc(Cl)nc(N(c3ccccc3)c3ccccc3)n2)n1
→ -14, 13
> O=C(COc1ccccc1)Nc1nc(-c2ccncc2)cs1
→ 0, 11
> CC1CCCC(C)N1C(=O)COc1ccc(-c2nnco2)cc1 (stereo not given)
→ 1, -5
> OCCC1CN(Cc2ccn[nH]2)CCN1Cc1ccc(F)c(F)c1 (stereo not given)
→ -7, 7
> C=C(C)COC(=O)c1ccccc1C(=O)OCC1(C)CO1 (stereo not given)
→ 1, 5
> Nc1ncnc(NNC(=O)CNC(=O)c2c(F)cccc2Cl)c1[N+](=O)[O-]
→ 5, -3
> COc1ccc(CCNC(=O)c2ccc(=O)[nH]n2)cc1OC
→ 2, -2
> O=C(CNC(=O)c1ccc(Cl)cc1)NNc1c(F)c(F)cc(F)c1F
→ -5, -6
> Cc1c(CN2CCc3c([nH]c4ccccc34)C2CC(C)C)cnn1C (stereo not given)
→ 15, -7
> COc1ccc(N(CN2C(=O)C3CCCCC3C2=O)C(=O)c2ccco2)cc1 (stereo not given)
→ 5, -7
> COc1ccc2cc(Br)ccc2c1CC(=O)NC(C)C
→ -4, -3
> C#CCNC(=O)c1ccc2sc([C@@H]3O[C@H](CO)[C@H](O)[C@H](O)[C@H]3O)nc2c1
→ 0, -8
> COc1cc(OC)cc(C(=O)N2CCC(C(=O)c3ccc(F)cc3)CC2)c1
→ 6, 1
> O=C(CCl)Nc1c(C(=O)Nc2ccc3c(c2)OCCO3)oc2ccccc12
→ 0, -10
> O=C(NC(=S)Nc1ccc(S(=O)(=O)N2CCCC2)cc1)C1CCC1
→ 7, -6
> O=C(COC(=O)c1cc(=O)c2ccccc2o1)NCc1ccccc1
→ -8, 5
> CC(OC(=O)/C=C/c1cccc(F)c1)C(=O)NC1CCCCC1C (stereo not given)
→ 1, 4
> CNC(=S)N1CCc2cc(OC)c(OC)cc2C1
→ 2, 0
> CCn1c(=O)c2cc(C(=O)N(C)c3ccc(OC)cc3OC)sc2c2ccccc21
→ 4, -6
> CC1(C)C(=O)Nc2ccccc2N1C(=O)COC(=O)Cc1c(F)cccc1Cl
→ -15, -4
> CC(=O)c1c(C)[nH]c(C(=O)OCC(=O)NC(C)c2ccccc2)c1C (stereo not given)
→ 67, -63
> Cc1c(C(=O)OCCN2CCCCC2)oc2ccccc12
→ -8, 6
> COc1ccc(CN(CC2CCCO2)C(=O)CN2C(=O)C(C)Oc3ccc(C)cc32)cc1OC (stereo not given)
→ 11, -6
> COc1cc(S(=O)(=O)N2CCN(C)CC2)c(OC)cc1Br
→ 4, -2
> CCOc1ccccc1NC(=O)C1CCN(S(=O)(=O)c2cccc3cccnc23)CC1
→ 6, 4
> O=C(NCc1ccc2c3c(cccc13)C(=O)N2)c1cccs1
→ 2, 12
> Cc1nc2ccccc2c2c1CC(C)S2 (stereo not given)
→ 3, 1
> Cc1ccc(C(=O)Oc2ccc(C(=O)COC(=O)c3cnccn3)cc2)cc1
→ -11, -7
> CC(C)(C)c1ccccc1OCCOCCSc1ncccn1
→ -16, -1
> O=C(/C=C/c1cccc([N+](=O)[O-])c1)NC1CC2CCC1C2 (stereo not given)
→ 2, 8
> Cc1occc1C(=O)Nc1c(Cl)cccc1Cl
→ -1, -2
> COCC(C)NC(=O)COc1nncc2ccccc12 (stereo not given)
→ 5, 3
> COc1ccc(CN2CCN(S(=O)(=O)c3ccc(C)cc3)CC2)cc1Br
→ -11, 11
> Cc1ccc(NC(=O)CSCC(=O)NCc2cccc(C(F)(F)F)c2)cc1
→ 0, 2
> Cc1nc2ccccc2c(=O)n1NC(=O)c1ccco1
→ 3, 19
> CC1CCN(C(=O)CN2C(=O)c3cccc4cccc(c34)C2=O)CC1
→ 0, 3
> O=[N+]([O-])c1ccccc1-c1ccc(C(=S)N2CCCCC2)o1
→ 6, -8
> COc1ccc(Oc2nc(-c3ccncc3)nc3ccccc23)cc1
→ 21, -6
> O=C(Cc1ccc(Cl)cc1Cl)NCC1(N2CCOCC2)CCCCC1
→ 0, 2
> Clc1cccc(Oc2cnns2)c1Cl
→ 7, -5
> CCN(CC)CCCN(Cc1cc2cc3c(cc2[nH]c1=O)OCO3)C(=S)Nc1ccc(OC)cc1
→ 14, -1
> CCCCC(=O)Nc1ccc(Cl)cc1F
→ -1, 6
> O=C1NCC(c2ccccc2)(c2ccccc2)C(=O)N1
→ -6, 2
> CCOc1cccc(C(=O)N2CCCN(C)CC2)c1
→ -6, 0
> O=S(=O)(c1ccc(F)cc1)N1CCN(CCc2ccccc2)CC1
→ -3, -4
> COc1cccc2sc(N(C)c3ccccc3)nc12
→ -33, -1
> CCCCN(C)C(=O)c1ccc(Nc2nc(C(N)CCc3ccccc3)cs2)nc1 (stereo not given)
→ 11, -9
> Cc1oc(-c2cccs2)nc1CSCC(=O)NC1CC1
→ 1, 3
> CSc1ccccc1C(=O)NCC(c1ccco1)N1CCCCC1 (stereo not given)
→ 2, 4
> O=S(=O)(Cc1ccccc1)C(CCCc1ccccc1)S(=O)(=O)Cc1ccccc1
→ -11, -1
> O=S(=O)([N-]c1nc2ccccc2nc1-[n+]1ccc(Cc2ccccc2)cc1)c1ccc(Br)s1
→ 5, -16

Reformatted: results already given
Compound	H9c2 TAG inh	H9c2 TAG inh DAPI viability
Cc1c(C(=O)OCCN2CCCCC2)oc2ccccc12	-8	6
COc1ccc(CN(CC2CCCO2)C(=O)CN2C(=O)C(C)Oc3ccc(C)cc32)cc1OC (stereo not given)	11	-6
COc1cc(S(=O)(=O)N2CCN(C)CC2)c(OC)cc1Br	4	-2
CCOc1ccccc1NC(=O)C1CCN(S(=O)(=O)c2cccc3cccnc23)CC1	6	4
O=C(NCc1ccc2c3c(cccc13)C(=O)N2)c1cccs1	2	12
Cc1nc2ccccc2c2c1CC(C)S2 (stereo not given)	3	1
Cc1ccc(C(=O)Oc2ccc(C(=O)COC(=O)c3cnccn3)cc2)cc1	-11	-7
CC(C)(C)c1ccccc1OCCOCCSc1ncccn1	-16	-1
O=C(/C=C/c1cccc([N+](=O)[O-])c1)NC1CC2CCC1C2 (stereo not given)	2	8
Cc1occc1C(=O)Nc1c(Cl)cccc1Cl	-1	-2
COCC(C)NC(=O)COc1nncc2ccccc12 (stereo not given)	5	3
COc1ccc(CN2CCN(S(=O)(=O)c3ccc(C)cc3)CC2)cc1Br	-11	11
Cc1ccc(NC(=O)CSCC(=O)NCc2cccc(C(F)(F)F)c2)cc1	0	2
Cc1nc2ccccc2c(=O)n1NC(=O)c1ccco1	3	19
CC1CCN(C(=O)CN2C(=O)c3cccc4cccc(c34)C2=O)CC1	0	3
O=[N+]([O-])c1ccccc1-c1ccc(C(=S)N2CCCCC2)o1	6	-8
COc1ccc(Oc2nc(-c3ccncc3)nc3ccccc23)cc1	21	-6
O=C(Cc1ccc(Cl)cc1Cl)NCC1(N2CCOCC2)CCCCC1	0	2
Clc1cccc(Oc2cnns2)c1Cl	7	-5
CCN(CC)CCCN(Cc1cc2cc3c(cc2[nH]c1=O)OCO3)C(=S)Nc1ccc(OC)cc1	14	-1
CCCCC(=O)Nc1ccc(Cl)cc1F	-1	6
O=C1NCC(c2ccccc2)(c2ccccc2)C(=O)N1	-6	2
CCOc1cccc(C(=O)N2CCCN(C)CC2)c1	-6	0
O=S(=O)(c1ccc(F)cc1)N1CCN(CCc2ccccc2)CC1	-3	-4
COc1cccc2sc(N(C)c3ccccc3)nc12	-33	-1
CCCCN(C)C(=O)c1ccc(Nc2nc(C(N)CCc3ccccc3)cs2)nc1 (stereo not given)	11	-9

(continued)
Order of values: H9c2 TAG inh, H9c2 TAG inh DAPI viability
> CCCN(CC(=O)Nc1ccccc1C)C(=O)CCCc1c[nH]c2ccccc12
→ 31, -8
> CC(=O)Nc1sc2c(c1C(c1ccccn1)N1CCCC1)CCCC2 (stereo not given)
→ -15, 5
> O=C(Nc1ccncc1)C1CC(=O)N(Cc2ccccc2)C1 (stereo not given)
→ -14, 3
> COCCCNC(=O)C[C@H]1C[C@H](C(=O)N2CCCCC2)[C@@]2(CCc3ccccc3)c3[nH]c4cc(CCC(=O)N(C)C)ccc4c3CCN2C1=O
→ -3, 8
> C/C(=N/OC(=O)c1ccccc1Br)c1ccc(C)cc1
→ -20, 9
> Cc1nn(-c2ccccc2)c(Cl)c1C(=O)OCC(=O)NCCc1ccccc1
→ -6, -1
> O=C(Nc1nc(-c2ccccn2)cs1)c1ccc(Cl)s1
→ 54*, -16*
> COc1ccc(C)cc1S(=O)(=O)N1CCC(C(=O)NC2CCCC2)CC1
→ 15, -21
> CCOC(=O)c1sc(=S)n(-c2ccccc2)c1N(C(C)=O)C(C)=O
→ 5, 12
> O=C(Nc1ccc(Cl)cc1)Nc1nnc(SCc2ccc(Cl)cc2)s1
→ -6, -3
> CCN1CCN(c2nc3c(c(=O)[nH]c(=O)n3C)n2CCCc2ccccc2)CC1
→ -1, 4
> O=C(C1CCCCC1)N1CCN=C1SCc1cccc([N+](=O)[O-])c1
→ 5, -9
> Cc1cc(NC(=O)c2cc(-c3ccc(C)s3)nc3ccccc23)no1
→ 17, 37
> COc1cc(C2CC(=O)c3c([nH]c(C(=O)OCCOC(C)C)c3C)C2)cc(OC)c1OC (stereo not given)
→ -26, 16
> O=C1Nc2ccccc2C1(O)Cc1ccncc1 (stereo not given)
→ -10, 12
> O=C1C2CCCN2C(c2ccc(F)cc2)N1c1nccs1 (stereo not given)
→ 5, 21
> CCOC(=O)c1sc(N(Cc2ccccc2)C(=O)CSc2ncn[nH]2)nc1C
→ -41, -2
> O=C(Nc1cccnc1)Nc1ccccc1Cl
→ 7, -14
> CN(C(=O)c1cccc(NC(=O)Cc2cccc([N+](=O)[O-])c2)c1)C1CCCCC1
→ 12, -3
> CCC(=O)N/N=C(\C)CC(=O)Nc1ccccc1-c1ccccc1
→ -2, 0
> COc1ccc(S(=O)(=O)NCC(c2ccc(C)cc2)N2CCN(C)CC2)cc1 (stereo not given)
→ -4, 1
> Cc1c(Cc2ccc3c(c2)OCO3)sc(NC(=O)C(C)(C)C)c1C#N
→ -8, 1
> CCOc1ccc(CNC(=O)CCS(=O)(=O)Cc2ccccc2C)cc1OC
→ 0, 19
> COC(=O)c1ccc(NC(=O)c2ccc(C)cc2)o1
→ -2, 17
> O=C(CNC(=O)c1cccc(Cl)c1)N/N=C/c1cccnc1
→ 13, -3
> Cc1ccccc1N(CC(=O)N/N=C/c1ccc(F)cc1)C(=O)c1ccccc1
→ -6, -2
> Cc1ccc2nc(-c3ccccc3)cn2c1
→ 21, -3
> COc1ccc(C(C(=O)NCC2CCCO2)N(C(=O)CNC(=O)c2cccs2)c2ccc(NC(C)=O)cc2)cc1OC (stereo not given)
→ 4, -5
> CCCN(CCC)CCCNS(=O)(=O)c1ccc2c(c1)oc(=O)n2C
→ -6, -6
> COc1cccc(NC(=O)COc2ccc(C)cc2)c1
→ -7, 0
> O=C(Cc1cccc2ccccc12)Nc1ccc(-c2cc3ccccc3oc2=O)cc1
→ 43, 45
> CCN(CCC(=O)Nc1ccc(Br)c(C)c1)Cc1ccccc1
→ -1, 16
> CCOC(=O)C1(Cc2ccccc2C)CCCN(C(=O)c2ccc(C(C)=O)s2)C1 (stereo not given)
→ 1, 4
> CCOC(=O)C1(C)CCCN(C(=O)c2snnc2C)C1 (stereo not given)
→ 6, -4
> Cc1c(C#N)c(N=CN(C)C)c(C(=O)c2ccccc2)n1-c1ccccc1
→ -2, -8
> O=C(NCc1ccc(N2CCCC2=O)cc1)NC1CCCCC1
→ 14, 10
> Cc1cccc(NC(=O)CNC(=O)c2cc(S(=O)(=O)N(C)C)ccc2N2CCCC2)c1C
→ 2, -13
> N#CCC(=O)Nc1ccc(C(=O)OCC(=O)NC(=O)Nc2ccc3c(c2)OCCO3)cc1
→ -13, 5
> O=C(Cc1sc(-c2ccccc2Cl)nc1-c1ccccc1)Nc1ccc(F)cc1
→ 11, 4
> C[C@H](CO)N1C[C@H](C)[C@@H](CN(C)C(=O)Nc2ccccc2)Oc2c(NS(=O)(=O)c3cccs3)cccc2C1=O
→ -20, 0

Source: PubChem BioAssay

These rows are one share of the data; count on the stated rates, not on these rows.
